Mtb BioA inh – inhibitors of Mycobacterium tuberculosis BioA enzyme; purified M. tuberculosis BioA enzyme, plate reader; inhibition, % at 9.99 µM; actives 0.096% (n = 360,000); AID 602481; in the data active = inhibition above about 40%; inconclusive = no clear call, values can overlap the other calls
UGM FP inh – blocks M. tuberculosis UGM enzyme; purified UGM, fluorescence polarization probe displacement; inhibition, % at 10 µM; actives 0.06% (n = 320,000); in the data active = inhibition above about 10%, passing the limit was not always enough; inconclusive = no clear call, values can overlap the other calls
Target sequence (P9WIQ1 whole entry, looked up): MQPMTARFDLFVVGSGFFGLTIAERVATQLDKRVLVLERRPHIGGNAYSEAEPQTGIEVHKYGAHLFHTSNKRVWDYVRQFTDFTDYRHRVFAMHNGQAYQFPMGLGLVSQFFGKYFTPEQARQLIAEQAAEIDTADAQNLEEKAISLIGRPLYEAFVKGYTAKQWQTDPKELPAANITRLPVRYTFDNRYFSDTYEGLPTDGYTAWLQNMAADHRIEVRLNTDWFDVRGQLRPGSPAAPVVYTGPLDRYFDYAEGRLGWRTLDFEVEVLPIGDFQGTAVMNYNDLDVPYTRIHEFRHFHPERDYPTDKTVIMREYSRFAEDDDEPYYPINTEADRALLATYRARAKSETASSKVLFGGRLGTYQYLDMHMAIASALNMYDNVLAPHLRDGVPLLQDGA
FadD28 FP inh – inhibitors of Mycobacterium tuberculosis FadD28 bisubstrate binding; FadD28 bisubstrate probe binding, fluorescence polarization; inhibition, % at 12.5 µM; actives 0.22% (n = 360,000); AID 588549; in the data active = inhibition above about 8.5%, passing the limit was not always enough; inconclusive = no clear call, values can overlap the other calls
VHR inh abs – DUSP3 (human) phosphatase inhibition; P51452; inhibition, % at 13.3 µM; recombinant VHR phosphatase, pNPP absorbance; actives 0.52% (n = 290,000); in the data active = inhibition above about 50%; also: some compounds called inactive have numbers as strong as hits
Target sequence (P51452 whole entry, looked up): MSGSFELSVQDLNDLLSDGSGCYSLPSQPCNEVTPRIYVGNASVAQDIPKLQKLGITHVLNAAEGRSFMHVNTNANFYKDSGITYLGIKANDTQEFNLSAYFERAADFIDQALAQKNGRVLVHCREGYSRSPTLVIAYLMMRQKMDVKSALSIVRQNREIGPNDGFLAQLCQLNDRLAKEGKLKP
GDH-TPI counter – inhibits GDH-TPI coupling enzymes, artifact for Mtb FBA screen | AID 588335 | actives 1.2% (n = 360,000) | inhibition, % at 4.8 µM | GDH-TPI coupled enzyme counterscreen, NADH absorbance;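 also: 0% = DMSO wells and 100% = wells lacking the enzyme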
BoNT F protease – BoNT F light chain protease inhibition | Multiplex microsphere protease cleavage assay, flow cytometry | inhibition, % at 10 µM | AID 588497 | actives 0.22% (n = 360,000); in the data active = inhibition above about 35%, passing the limit was not always enough; inconclusive = no clear call, values can overlap the other calls; also: plate controls were buffer without enzyme for full effect and enzyme alone for no effect
CCHF vOTU inh – blocks the CCHF virus ovarian tumor domain protease. inhibition, % at 11.5 µM. actives 0.55% (n = 370,000). CCHFV vOTU protease, Pep-AMC fluorescence. AID 651958; also: 0% = vehicle wells with enzyme and 100% = no enzyme wells
Rv3671c protease – inhibitors of M. tuberculosis serine protease Rv3671c. inhibition, % at 5.96 µM. actives 0.048% (n = 320,000); in the data active = inhibition above about 38%;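 also: extracellular domain of Rv3671c used as enzyme; 0% = enzyme with DMSO and 100% = no enzyme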
Target sequence (P9WHR9 whole entry, looked up, the tested form may be a part): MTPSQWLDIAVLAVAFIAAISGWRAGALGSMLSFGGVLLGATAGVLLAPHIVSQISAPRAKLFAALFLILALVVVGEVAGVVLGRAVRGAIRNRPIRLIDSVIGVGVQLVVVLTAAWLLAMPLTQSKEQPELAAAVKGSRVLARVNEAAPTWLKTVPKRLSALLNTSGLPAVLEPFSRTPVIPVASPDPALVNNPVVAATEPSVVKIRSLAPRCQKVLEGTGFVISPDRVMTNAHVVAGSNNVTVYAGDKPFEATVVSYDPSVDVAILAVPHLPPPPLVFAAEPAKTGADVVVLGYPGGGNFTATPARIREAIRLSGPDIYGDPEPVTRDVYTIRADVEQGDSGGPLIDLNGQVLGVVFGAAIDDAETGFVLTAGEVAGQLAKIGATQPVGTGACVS
MazEF act – increases E. coli MazEF RNase cleavage of RNA; actives 0.32% (n = 350,000); activation, % at 20 µM; AID 504720; FAM/BHQ RNA-DNA oligo cleavage fluorescence, 5 h; P0AE70; in the data active = activation above about 50%
Target sequence (P0AE70 whole entry, looked up): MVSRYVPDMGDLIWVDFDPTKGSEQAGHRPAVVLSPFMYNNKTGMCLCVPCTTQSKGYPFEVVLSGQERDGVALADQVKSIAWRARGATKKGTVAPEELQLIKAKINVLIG
FBA Mtb inh – inhibitors of M. tuberculosis fructose-bisphosphate aldolase. inhibition, % at 1 µM. actives 2.3% (n = 360,000). purified M. tuberculosis FBA, fluorescence read-out. AID 588726; in the data active = inhibition above about 27%;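 also: 0% = vehicle and 100% = reference inhibitor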
Numbers without * were called inactive; ? = inconclusive; nt = not tested or not shown; & = joins results of further samples. Rule as the data show it, unless noted: active = inhibition above about 30%; inactive = the rest.

Sample of the layout:
SMILES	Mtb BioA inh	UGM FP inh	FadD28 FP inh	VHR inh abs	GDH-TPI counter	BoNT F protease	CCHF vOTU inh	Rv3671c protease	MazEF act	FBA Mtb inh
CN(C)CCCNC(=O)CCc1nc2ccccc2c(=O)[nH]1	nt	1.0	-0.5	25	19	2	-10	2	4	0
Cc1c(C(=O)N/N=C/c2ccncc2)nnn1-c1nonc1N	0.4	nt	-5.6	nt	3	8	-3	nt	0	-3
COc1ccc2nc(C)cc(SCC(=O)Nc3c(C)cccc3C)c2c1	nt	-2.0	-0.2	18	12	-6	5	0	1	4
COc1cc(C(=O)Nc2nnc(SC)s2)c([N+](=O)[O-])cc1OC	nt	-0.4	-3.3	26	-4	-4	2	-2	9	-1
O=C(NCc1ccccc1Cl)c1csc([C@@H]2C[C@H](O)[C@@H](CO)O2)n1	-1.0	nt	-1.8	nt	-4	8	16	nt	nt	-1
O=S(=O)(c1cccs1)N1CCN(CC(O)COc2cccc(Br)c2)CC1 (stereo not given)	1.1	1.0	-1.1	26	2	-1	-3	12	5	-1

Results (from the top)
SMILES	Mtb BioA inh	UGM FP inh	FadD28 FP inh	VHR inh abs	GDH-TPI counter	BoNT F protease	CCHF vOTU inh	Rv3671c protease	MazEF act	FBA Mtb inh
CN(C)CCCNC(=O)CCc1nc2ccccc2c(=O)[nH]1	nt	1.0	-0.5	25	19	2	-10	2	4	0
Cc1c(C(=O)N/N=C/c2ccncc2)nnn1-c1nonc1N	0.4	nt	-5.6	nt	3	8	-3	nt	0	-3
COc1ccc2nc(C)cc(SCC(=O)Nc3c(C)cccc3C)c2c1	nt	-2.0	-0.2	18	12	-6	5	0	1	4
COc1cc(C(=O)Nc2nnc(SC)s2)c([N+](=O)[O-])cc1OC	nt	-0.4	-3.3	26	-4	-4	2	-2	9	-1
O=C(NCc1ccccc1Cl)c1csc([C@@H]2C[C@H](O)[C@@H](CO)O2)n1	-1.0	nt	-1.8	nt	-4	8	16	nt	nt	-1
O=S(=O)(c1cccs1)N1CCN(CC(O)COc2cccc(Br)c2)CC1 (stereo not given)	1.1	1.0	-1.1	26	2	-1	-3	12	5	-1
O=C1NCN(c2ccccc2)C12CCNCC2	-0.8	-0.4	0.8	0	3	4	3	2	-12	-1
O=C(NCC(c1cccs1)N1CCOCC1)c1ccc(OCc2ccccc2)cc1 (stereo not given)	0.3	0.4	-1.4	nt	-4	nt	6	-5	-9	4
O=C(Oc1cccc(OC(=O)c2ccco2)c1)c1ccco1	-0.4	5.3	-5.3	56*	-6	-2	7	nt	7	0
Cc1ccc(N(CC(=O)NC2CCCCCC2)S(=O)(=O)c2c(C)nn(C)c2C)cc1	0.4	-0.3	-1.4	-1	-2	4	-10	-15	-1	-2
O=C1CC(Sc2cccs2)C(=O)N1c1ccccc1 (stereo not given)	nt	2.0	-2.7	27	-1	?	-3	-7	-3	-6
CC(C)(C)n1ncc2c(=O)n(Cc3ccccc3Br)cnc21	0.8	3.7	-2.3	nt	3	6	3	-3	5	-1
CCc1ccc2[nH]c(O)c(N=Nc3nc(-c4ccccc4)cs3)c2c1	nt	-0.7	-1.7	30	3	-20	13	6	0	-18
COc1ccc(C)cc1NC(=O)CN(C)C1CCCCC1	0.9	-0.1	-0.3	7	1	13	3	1	3	3
COc1ccccc1NC(=S)N(Cc1ccco1)Cc1cc2cc(C)ccc2[nH]c1=O	nt	3.9	-1.2	24	6	-8	-12	-9	-19	3
Clc1ccc(-c2noc(CN(Cc3ccccn3)CC3CCCO3)n2)cc1 (stereo not given)	nt	0.9	0.0	-14	-1	-1	-1	-6	-6	0
O=C(Nc1nc2c(s1)CCCC2)C1CCCN1C(=O)c1cccs1 (stereo not given)	-7.7	-0.6	-0.4	8	-6	-1	-3	-3	6	0
O=C(CSc1nncs1)NCCNC(=O)CSc1nncs1	nt	0.0	-0.8	nt	9	?	-2	1	2	3
CCCN1CCN(S(=O)(=O)c2cn(C)nc2C)CC1	-2.5	2.2	-3.6	25	3	0	-4	-4	-32	-5
COc1cc(OC)c2c(-c3cccc(-c4cccc(N)c4)c3)cc(=O)oc2c1	-0.7	nt	-3.0	nt	16	-8	12	nt	-2	-3
N#Cc1ccc(C(c2nnnn2CCc2ccccc2)N2CCCCCC2)cc1 (stereo not given)	0.4	-1.8	-1.6	28	-9	-5	-9	-13	-1	4
O=C1CC(N2CCN(C(c3ccccc3)c3ccccc3)CC2)C(=O)N1 (stereo not given)	0.2	-0.6	0.6	40	-3	7	11	3	2	-3
COc1ccc(-n2nc(C)cc2Nc2ccccc2C(=O)O)cc1	nt	2.2	-0.1	5	10	0	8	-4	-2	1
O=C(COC(=O)c1ccc([N+](=O)[O-])o1)NC1CCS(=O)(=O)C1 (stereo not given)	nt	0.4	-1.8	8	9	4	28	-18	3	3
CC[C@H](C)[C@H](NC(=O)OCc1ccccc1)C(=O)OCC(=O)Nc1ccc(N2CCOCC2)cc1	nt	-0.2	-1.7	nt	-1	-1	7	-1	0	-1

Continued, starting with the last 4 of the part before.
SMILES	Mtb BioA inh	UGM FP inh	FadD28 FP inh	VHR inh abs	GDH-TPI counter	BoNT F protease	CCHF vOTU inh	Rv3671c protease	MazEF act	FBA Mtb inh
O=C1CC(N2CCN(C(c3ccccc3)c3ccccc3)CC2)C(=O)N1 (stereo not given)	0.2	-0.6	0.6	40	-3	7	11	3	2	-3
COc1ccc(-n2nc(C)cc2Nc2ccccc2C(=O)O)cc1	nt	2.2	-0.1	5	10	0	8	-4	-2	1
O=C(COC(=O)c1ccc([N+](=O)[O-])o1)NC1CCS(=O)(=O)C1 (stereo not given)	nt	0.4	-1.8	8	9	4	28	-18	3	3
CC[C@H](C)[C@H](NC(=O)OCc1ccccc1)C(=O)OCC(=O)Nc1ccc(N2CCOCC2)cc1	nt	-0.2	-1.7	nt	-1	-1	7	-1	0	-1
c1ccc(CNc2nc(NCc3cccs3)nc3ccsc23)cc1	-0.9	nt	-4.0	nt	6	-8	7	nt	nt	1
O=C1Nc2c(Br)cccc2C1=O	-1.6	-0.9	1.0	nt	10	2	14	-2	0	-4
COC(=O)CSc1nnc(NC(=O)c2ccc3c(c2)OCO3)s1	0.1	-0.2	-0.5	8	9	0	-6	-2	3	0
O=C(NCCC1=CCCCC1)c1cc(S(=O)(=O)N2CCOCC2)ccc1Cl	nt	-1.5	-1.4	nt	-8	8	2	-4	-5	0
Cn1ccnc1SCC(=O)Nc1ccc2c(c1)COC2=O	2.2	-0.5	-3.1	9	7	23	4	2	4	5
CC(=O)Nc1nnc(/C=C/c2cccc([N+](=O)[O-])c2)s1	-0.4	-1.5	0.8	-2	-4	63*	5	-4	8	1
Cc1cc(=O)[nH]c(SCC(=O)Nc2ccccc2C)n1	nt	2.1	-4.0	4	-8	-11	-5	-2	15	1
O=C(CN1C(=O)c2cccc3cccc(c23)C1=O)N1CCN(c2ccccn2)CC1	nt	-1.2	0.0	9	10	-3	-5	-3	-14	4
Cc1ccc(S(=O)(=O)N2CCOCC2)cc1C(=O)Nc1cc(Cl)ccc1N1CCOCC1	-1.0	nt	-0.4	nt	3	18	10	nt	-1	0
CCN1C(=O)c2cccc3c(Cl)ccc1c23	-1.7	-1.3	-1.2	-23	8	-2	-5	-3	-3	0
CCOC(=O)CN1CC23C=CC(O2)C(C(=O)Nc2ccc(OC)cc2OC)C3C1=O (stereo not given)	-0.4	0.4	-3.0	-14	9	-10	-2	10	7	-1
CCOc1cccc(OCCOCCN(C)Cc2ccccc2)c1	-1.7	0.1	-1.5	3	8	6	-1	-9	0	2
COc1ccc2cc(CCNC(=O)c3c(-c4ccccc4Cl)noc3C)c(=O)[nH]c2c1	0.3	2.4	-2.8	-2	22	-9	0	4	3	10
CC(NCc1cccn1C)c1ccccc1 (stereo not given)	0.2	1.4	-2.1	20	-14	-21	-11	2	-6	0
O=C1CN(C(=O)COc2ccc(Cl)c(Cl)c2)c2ccccc2N1	nt	nt	-2.2	nt	0	-2	-3	nt	4	-4
CC(C)c1ccc(NC2CCCN(C(=O)c3cscn3)C2)cc1 (stereo not given)	-1.0	2.2	-0.2	9	-4	-6	-3	nt	3	0
O=C(NCCc1ccc2c(c1)OCCO2)c1cc(F)cc(F)c1	-1.9	-0.2	-1.3	-4	7	5	7	-7	-4	-1
COCCN(C(=O)CSc1nnc(-c2ccccc2F)o1)c1c(N)n(Cc2ccccc2)c(=O)[nH]c1=O	0.4	nt	-3.1	nt	-3	3	2	nt	0	-1
O=C(N/N=C/c1ccncc1)c1cc(Br)ccc1OCc1ccccc1	nt	1.0	-4.6	24	1	-2	-1	-10	6	-4
Cc1ccc(NC(=O)CNCc2ccccn2)cc1S(=O)(=O)N(C)C	1.0	nt	-0.2	2	-2	-1	-5	1	4	0
CCCCN(C)C(=O)c1nc2ccccn2c1CN1CCC[C@H]1CO	6.2	1.3	-2.7	11	-9	8	1	1	13	-3
CC(C)(C)[C@H]1C=C(C(=O)Nc2ccccc2)O[C@@H](OCc2ccc(CO)cc2)C1	-2.1&0.5	-0.1	-0.3	10	3	-9	1	-7	6	-3
COc1ccc(C(=O)C2CCCN(Cc3c(O)cccc3OC)C2)cc1OC (stereo not given)	-0.4	1.1	-3.8	36	0	37*	3	-1	8	3
COC(=O)c1cccc(NC(=O)c2cccs2)c1C	nt	-1.4	-3.0	11	-2	2	4	8	-6	3
C[C@@H]1CNC(=O)c2c(C(=O)Nc3cccc(Cl)c3)ncn21	0.6	nt	-4.2	nt	8	-3	-8	nt	4	-1
The listing continues.
SMILES	Mtb BioA inh	UGM FP inh	FadD28 FP inh	VHR inh abs	GDH-TPI counter	BoNT F protease	CCHF vOTU inh	Rv3671c protease	MazEF act	FBA Mtb inh
CO/N=C/NC(=O)N1OC[C@@H]2COc3ccc4ccccc4c3[C@@H]21	nt	-2.8	-2.2	-7	10	-6	-4	3	-1	1
Cc1ccc2c(C(=O)CN3CCCCC3CCO)c(C)[nH]c2c1 (stereo not given)	-1.2	-1.7	-6.2	4	4	5	11	-7	3	-2
CN1Cc2c(N3CCOCC3)nc(SCc3ccccc3)c(C#N)c2CC1(C)C	-1.1	8.4	-0.1	4	18	5	-4	0	-8	4
O=C(Cn1c(N2CCN(C/C=C/c3ccccc3)CC2)nc2ccccc21)c1ccccc1	nt	-0.5	nt	38	nt	nt	2	9	nt	nt
CCCNc1ncnc2nc[nH]c12	-1.8	0.6	-0.4	15	-3	-3	-8	-2	2	2
Cc1nc2c(nnn2Cc2ccccc2)c(=O)[nH]1	1.1	-2.3	-1.7	0	-3	-2	8	-6	1	-2
CC(=O)OC[C@@H]1CN(Cc2ccccc2)C[C@H](n2cnc3c(Nc4ccccc4)ncnc32)O1	-0.4	nt	-1.1	nt	9	-5	9	nt	nt	4
COc1ccc(S(=O)(=O)N2CCN(Cc3cccs3)CC2)cc1OC	0.7	2.0	-3.7	nt	18	-8	-5	10	3	8
COc1cc(/C=C2\CCCc3c2nc2ccccc2c3C(=O)O)cc(OC)c1O	-1.4	1.2	-3.7	14	29	-15	-1	0	32	2
COc1ccc(-c2cc(N)n(S(=O)(=O)c3ccc(C)cc3)n2)c(OC)c1	0.2	0.1	2.4	25	-6	-12	7	0	11	0
O=C(O)/C=C/c1ccc(S(=O)(=O)N2CCCCCC2)cc1	16	0.7	-1.1	26	2	3	-8	3	12	3
CN1OC2C(=O)N(c3ccccc3)C(=O)C2C1c1ccc(F)cc1 (stereo not given)	-1.9	2.2	-1.0	14	4	5	0	-3	-12	1
CSc1nc2c(c(=O)[nH]1)C(c1cccs1)C1=C(CCCC1=O)N2 (stereo not given)	4.4	-0.5	-5.4	39	25	-35	4	5	-11	0

Single records (already shown). Values in the order: Mtb BioA inh, UGM FP inh, FadD28 FP inh, VHR inh abs, GDH-TPI counter, BoNT F protease, CCHF vOTU inh, Rv3671c protease, MazEF act, FBA Mtb inh
Cc1ccc2c(C(=O)CN3CCCCC3CCO)c(C)[nH]c2c1 (stereo not given) across the screens: -1.2, -1.7, -6.2, 4, 4, 5, 11, -7, 3, -2
CCCNc1ncnc2nc[nH]c12 across the screens: -1.8, 0.6, -0.4, 15, -3, -3, -8, -2, 2, 2
CO/N=C/NC(=O)N1OC[C@@H]2COc3ccc4ccccc4c3[C@@H]21 across the screens: nt, -2.8, -2.2, -7, 10, -6, -4, 3, -1, 1

Source: PubChem BioAssay
